Source: PubChem
PfG6PD inh: PfG6PD (Plasmodium falciparum) enzyme inhibition. hit rate 0.78% among 350,000. inhibition, % at 20 µM. PfGluPho enzyme, NADPH resazurin-diaphorase fluorescence;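 active = inhibition reaching at least a set limit at 20 µM in the primary screen, cut at about 59% in these data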;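 also: 0% = DMSO wells with substrate and 100% = DMSO wells lacking glucose-6-phosphate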
ATG4B inhibitor: ATG4B (human) cysteine protease inhibition. Q9Y4P1. hit rate 0.51% among 340,000. inhibition, % at 8.33 µM. ATG4B cleavage of LC3-PLA2, NBD-HPC fluorescence, 1 h; in the data active = inhibition above about 40%
Target sequence (Q9Y4P1 whole entry, looked up): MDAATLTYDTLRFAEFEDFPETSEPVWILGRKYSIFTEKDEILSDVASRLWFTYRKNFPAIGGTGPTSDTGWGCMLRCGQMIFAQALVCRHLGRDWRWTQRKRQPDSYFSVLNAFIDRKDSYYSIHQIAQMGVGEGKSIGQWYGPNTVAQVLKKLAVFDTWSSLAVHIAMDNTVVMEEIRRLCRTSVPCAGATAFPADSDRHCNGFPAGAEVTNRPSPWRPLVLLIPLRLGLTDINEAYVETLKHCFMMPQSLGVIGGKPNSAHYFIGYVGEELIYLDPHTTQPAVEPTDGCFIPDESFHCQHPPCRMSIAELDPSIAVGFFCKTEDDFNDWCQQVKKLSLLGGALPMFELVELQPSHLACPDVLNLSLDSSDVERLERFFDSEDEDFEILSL
HKDC1 inh: blocks human hexokinase HKDC1 activity. recombinant HKDC1, G6PDH/diaphorase resazurin coupled fluorescence. inhibition, % at 20 µM. hit rate 0.16% among 340,000. AID 493160;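 active = inhibition above about 35% when tested at 20 µM, limit read from the data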;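 also: plate controls were DMSO wells with enzyme for no effect and DMSO wells lacking enzyme for full effect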
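Assay system: recombinant HKDC1 hexokinase; detection: coupled resazurin fluorescence, excitation 525 nm, emission 613 nm; benchmarks: DMSO-plus-enzyme-mix negative control, buffer-substituted positive control; compound dosing: single 20 µM dose; schedule: 90 min at room temperature in dark; also added: glucose plus 1 mM ATP as hexokinase substrates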
The depositor's hits bear a star.

SMILES	PfG6PD inh	ATG4B inhibitor	HKDC1 inh
NC(CSC1(c2cccc3ccccc23)c2ccccc2-c2ccccc21)C(=O)O (stereo not given)	25	0	6
O=C(O)c1cc(N/N=C/c2ccc(-c3ccccc3)cc2)ccc1Cl	6	31	9
CCN(c1ccccc1)S(=O)(=O)c1cc(C(=O)NCC(c2ccc(OC)cc2)N(C)C)ccc1C (stereo not given)	-16	9	-4
CCCCC(CC)c1nnc(NC(=O)c2cccs2)s1 (stereo not given)	-14	0	18
O=C1OCC(O)=C1Cc1ccccc1	-11	-7	-6
CN(CCc1ccccc1)C(=O)c1ccc(NC(=O)Cc2cccc(NC(=O)C3CCN(C(=O)C4CCCCC4)CC3)c2)cc1	-10	-12	1
CCN1CCN(S(=O)(=O)c2ccc(Cl)c(C(=O)N(CC(C)C)C3CCS(=O)(=O)C3)c2)CC1 (stereo not given)	-11	1	2
Cc1ccc(C(=O)Oc2coc(CSc3nnc(NC(=O)C4CC4)s3)cc2=O)cc1C	-10	-1	-1
CC(C)(C)C(=O)/C=C/c1ccc(Oc2ccccc2)cc1	36	2	8
COCCn1nnnc1C(CC(C)C)N1CCN(C(=O)c2ccco2)CC1 (stereo not given)	-14	2	2
N#Cc1ccc(NC(=O)Nc2cccc(C#N)c2)cc1	9	-3	-3
COc1ccc(-c2ccc3c(c2)[C@@H]2C[C@H]4[C@@H](C(=O)N2CC3)[C@H](C)ON4C)cc1	20	-6	-8
COc1cc2c(c(OC)c1OC)-c1ccc(SC)c(=O)cc1C(NC=O)CC2 (stereo not given)	24	-4	-5
CCN(CC(=O)NCc1ccc(F)cc1)C(=O)c1cccc(S(=O)(=O)N(C)c2ccc(OC)cc2)c1	1	-2	-2
CCOC(=O)c1cc2c(=O)n3cccc(C)c3nc2n(Cc2ccco2)c1=NC(=O)c1ccc(C)cc1	0	1	-5
COc1ccc(N(CC(=O)NCc2ccc3c(c2)OCO3)S(=O)(=O)c2ccc(O)c(C(=O)O)c2)cc1	-24	-16	-4
CSc1nc(Cl)c(Br)c(Nc2c[nH]c(=O)[nH]c2=O)n1	-15	4	4
Cc1cc(C(=O)N2CCc3ccccc3C2)c(C)o1	0	7	0
Cc1ccc(C(=O)NCC(c2ccc(F)cc2)N2CCOCC2)cc1S(=O)(=O)N1CCOCC1 (stereo not given)	-22	4	-1
CN1C[C@H]2CON(C)[C@H]2C[C@H]1c1cccc(-c2ccccc2)c1	19	4	-3
COc1ccc(CCN(C)CC(O)COC(c2ccc(F)cc2)c2ccc(F)cc2)cc1OC (stereo not given)	3	-4	1
Cc1cc(NC(=O)NC(=O)c2ccccc2NC(=O)CN(C)C)ccc1Oc1ncc(Br)cn1	13	1	-1
COc1ccc(/C(C)=N/OCC(=O)N2CC3(C)CC2CC(C)(C)C3)cc1 (stereo not given)	15	-6	-8
CC(=O)Nc1ccc2c(c1)C(=Nc1cccc(C)c1)c1ccccc1-2	11	6	4
COc1ccccc1N1CCN(c2nc(C)cc(=O)[nH]2)CC1	15	-4	-1

Overlap with the part before: four compounds, then new ones.
SMILES	PfG6PD inh	ATG4B inhibitor	HKDC1 inh
Cc1cc(NC(=O)NC(=O)c2ccccc2NC(=O)CN(C)C)ccc1Oc1ncc(Br)cn1	13	1	-1
COc1ccc(/C(C)=N/OCC(=O)N2CC3(C)CC2CC(C)(C)C3)cc1 (stereo not given)	15	-6	-8
CC(=O)Nc1ccc2c(c1)C(=Nc1cccc(C)c1)c1ccccc1-2	11	6	4
COc1ccccc1N1CCN(c2nc(C)cc(=O)[nH]2)CC1	15	-4	-1
Cc1c[n+]([O-])cc(C)c1[N+](=O)[O-]	-10	-8	-9
O=[N+]([O-])c1ccc(/C=N/N=C/c2ccc([N+](=O)[O-])o2)o1	60*	17	27
Cc1cccc(C(=O)NCN2CCN(c3ccccc3C#N)CC2)c1	32	-5	-4
Clc1ccccc1N=Nc1ccccn1	91*	2	4
Cc1cc2c(=O)n(C)c(SCC(=O)Nc3ccc(F)cc3)nc2s1	-25	5	0
Cn1c2ccccc2c(=O)c2c(=O)n(-c3ccc(F)cc3)c(C3CCCCC3)nc21	11	14	17
N#CC(C#N)=C1C=CC=CN1/C(=C\c1ccco1)C(=O)c1ccc(Cl)cc1	46	11	20
O=c1ccc2[n+]([O-])c3ccc(O)cc3oc-2c1	-27	4	8
Oc1ccc(-c2csc(Nc3ncccn3)n2)cc1O	19	3	1
c1csc(C(c2nnnn2C2CCCCC2)N2CCN(c3nc4ccccc4s3)CC2)c1 (stereo not given)	0	16	1
CCn1c(C)nc2cc(C(=O)N/N=C(\C)c3ccc(OC)cc3O)ccc21	-10	1	-12
COC1C(OC(=O)/C=C/C=C/C=C/C=C/C(=O)O)CCC2(CO2)C1C1(C)OC1CC=C(C)C (stereo not given) (tested in a mixture with another compound)	-8	4	-5
CC1C=CC=CC=CC=CC=CC=CC=CC(OC2OC(C)C(O)C(N)C2O)CC2OC(O)(CC(O)CC(O)C(O)CCC(O)CC(O)CC(=O)OC(C)C(C)C1O)CC(O)C2C(=O)O (stereo not given)	-7	6	9
Oc1ccccc1C=NN1CCCCCC1	-4	-1	-4
COC1C=COC2(C)Oc3c(C)c(O)c4c(O)c(c(CN5CCN(C)CC5)c(O)c4c3C2=O)NC(=O)C(C)=CC=CC(C)C(O)C(C)C(O)C(C)C(OC(C)=O)C1C (stereo not given)	27	10	7
COc1cccc(C(=O)Nc2nnc(-c3ccccc3)s2)c1	-3	-11	3
O=C(Nc1ccc(C(=O)N2CCCC2)cc1)c1ccccc1	1	-3	-3
CCn1c(=O)c(C(=O)Nc2cccnc2)c(O)c2ccccc21	-15	-18	2
COC(=O)CSc1nnc(CNC(=O)c2cccs2)n1-c1cccc(C)c1	-6	1	-5
O=C(O)C(c1ccccc1)C1(O)CCC1 (stereo not given)	-16	1	-10
CC(C)NC1CCC(Nc2ccnc3cc(Cl)ccc23)CC1 (stereo not given)	1	-2	-6
COc1ccc(C(C[N+](=O)[O-])C2(c3ccc(OC)c(OC)c3)C(=O)c3ccccc3C2=O)cc1 (stereo not given)	39	-2	6
O=C(Cn1c2ccccc2c(=O)c2ccccc21)N/N=C/c1ccc(N2CCCC2)c([N+](=O)[O-])c1	1	-2	-2
CCCN(CC(=O)Nc1ccccc1C)C(=O)c1ccc(OCC(=O)N2CCOCC2)c(OCC)c1	-5	3	-2
COc1cc(C2C(C(=O)c3sc(C)nc3C)=C(O)C(=O)N2CCN(C)C)cc(OC)c1OC (stereo not given)	-15	-12	-2

By substructure, the compounds so far containing a thiophene ring, fused or not.
SMILES	PfG6PD inh	ATG4B inhibitor	HKDC1 inh
CCCCC(CC)c1nnc(NC(=O)c2cccs2)s1 (stereo not given)	-14	0	18
Cc1cc2c(=O)n(C)c(SCC(=O)Nc3ccc(F)cc3)nc2s1	-25	5	0
c1csc(C(c2nnnn2C2CCCCC2)N2CCN(c3nc4ccccc4s3)CC2)c1 (stereo not given)	0	16	1
COC(=O)CSc1nnc(CNC(=O)c2cccs2)n1-c1cccc(C)c1	-6	1	-5

The listing continues:
SMILES	PfG6PD inh	ATG4B inhibitor	HKDC1 inh
COc1cccc(-c2cn(-c3cccc(C(F)(F)F)c3)c(=S)[nH]2)c1	26	-6	-4
CCCn1c(C)cc(/C=C(\C#N)C(=O)OCC(=O)N(CC)c2c(N)n(Cc3ccccc3)c(=O)[nH]c2=O)c1C	6	-11	-1
COc1ccc(-c2nn(-c3ccccc3)cc2/C=C/C(=O)N(C)CC(=O)Nc2cccc(F)c2)cc1OC	13	-11	5
O=C(Cc1ccc(NC(=O)C2CCN(C(=O)C3CCC3)CC2)cc1)Nc1cccc(C(=O)N2CCCCC2)c1	-9	-6	-1
O=C(CCC(=O)N1CCN(S(=O)(=O)c2ccc(Cl)cc2)CC1)NCc1cccc(C(F)(F)F)c1	3	-10	-2
C#CCOCCOCCOCCNc1nc(N2CCN(C(=O)Cn3cc(CCO)nn3)CC2)nc(N2CCN(C(=O)Cn3cc(CCCN=C(N)N)nn3)CC2)n1	-5	-3	1
CN(C)c1nc(N2CCN(c3ccc(F)cc3)CC2)c(C#N)c(=O)o1	2	2	-1
N=c1oc2ccccc2cc1C(=O)Nc1ccc(F)cc1	-2	0	3
Cc1cccc(NC(=O)CSCC(=O)Nc2ccc(N3CCOCC3)cc2N2CCOCC2)c1	21	-6	2
CN(c1ccccc1N(C)S(=O)(=O)c1ccccc1)S(=O)(=O)c1ccccc1	3	1	-6
[O-][N+]1=c2ccc(Nc3ccccc3)cc2=NC12CCCCC2	61*	-7	20
CCOc1ccc(NC(=O)/C(C#N)=C/c2ccc(N3CCCC3)c(C)c2)cc1	-13	11	-17
CN(C)c1ccc(C=c2c3ccccc3n3c2cc(-c2ccccc2)[n+]3C)cc1	49	37	37*
Cc1cccc(N2C(S)=C(C#N)C(=O)NC2c2cccs2)c1 (stereo not given)	9	26	14
CC1=C/C(=N\NC(=S)Nc2cccnc2)CC(C)(C)C1	3	-13	-15
C=CCn1c(O)c(N=NC(=S)Nc2ccc(OC)cc2)c2ccccc21	0	-3	-9
CC1=[N+](C)c2c(ccc3cccnc23)C1(C)C	44	-3	10
CC(NC(=O)CSC(=S)N(C)C)C12CC3CC(CC(C3)C1)C2 (stereo not given)	4	-11	-6
COc1cc(/C=C(\C#N)c2ccccn2)ccc1OCc1ccccc1	6	5	-4
CSc1nc(O)c(Nc2ccccc2)c(=O)[nH]1	11	1	-3
CCN1C[C@@H]2[C@@H]3C(=O)N(C)C(=O)[C@@H]3[C@](CC)(C1=O)N2C(=O)c1ccc(C(F)(F)F)cc1	1	-2	-5
Cc1nc(S/C(=C\c2ccc(-c3ccc(C(=O)O)c(Cl)c3)o2)C(=O)O)n[nH]1	25	6	17
COc1ccc(NC(=O)Cc2ccc(C)cc2)c([N+](=O)[O-])c1	-6	-9	-7

Part of the list above in order of heavy-atom count, lowest first.
SMILES	PfG6PD inh	ATG4B inhibitor	HKDC1 inh
CSc1nc(O)c(Nc2ccccc2)c(=O)[nH]1	11	1	-3
COc1ccc(NC(=O)Cc2ccc(C)cc2)c([N+](=O)[O-])c1	-6	-9	-7
CN(c1ccccc1N(C)S(=O)(=O)c1ccccc1)S(=O)(=O)c1ccccc1	3	1	-6
CCCn1c(C)cc(/C=C(\C#N)C(=O)OCC(=O)N(CC)c2c(N)n(Cc3ccccc3)c(=O)[nH]c2=O)c1C	6	-11	-1

A portion of the library; rates above refer to the full screens.
